Assay outcomes (PubChem BioAssay)
MsrA inh = inhibitors of bovine MsrA; purified bovine MsrA, absorbance read-out; inhibition, % at 15.5 µM; 0.75% of 360,000 active; in the data active = inhibition above about 4.5%;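 also: 0% = vehicle wells with enzyme and 100% = reference inhibitor wells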
eLon inh = inhibits E. coli Lon protease; purified E. coli Lon protease, fluorescence polarization; inhibition, % at 7.94 µM; 0.42% of 360,000 active; AID 602123; in the data active = inhibition above about 13%, passing the limit was not always enough;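 also: 0% = enzyme with probe and DMSO and 100% = no enzyme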
STEP block = inhibitors of human striatal-enriched phosphatase STEP; recombinant STEP, OMFP fluorogenic substrate, fluorescence; 0.25% of 360,000 active; inhibition, % at 20 µM; P54829;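 active = inhibition at 20 µM, scaled per plate between control wells, above about 37%, limit read from the data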;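 also: 0% = DMSO with enzyme and substrate and 100% = substrate only without enzyme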
Target sequence (P54829 whole entry, looked up): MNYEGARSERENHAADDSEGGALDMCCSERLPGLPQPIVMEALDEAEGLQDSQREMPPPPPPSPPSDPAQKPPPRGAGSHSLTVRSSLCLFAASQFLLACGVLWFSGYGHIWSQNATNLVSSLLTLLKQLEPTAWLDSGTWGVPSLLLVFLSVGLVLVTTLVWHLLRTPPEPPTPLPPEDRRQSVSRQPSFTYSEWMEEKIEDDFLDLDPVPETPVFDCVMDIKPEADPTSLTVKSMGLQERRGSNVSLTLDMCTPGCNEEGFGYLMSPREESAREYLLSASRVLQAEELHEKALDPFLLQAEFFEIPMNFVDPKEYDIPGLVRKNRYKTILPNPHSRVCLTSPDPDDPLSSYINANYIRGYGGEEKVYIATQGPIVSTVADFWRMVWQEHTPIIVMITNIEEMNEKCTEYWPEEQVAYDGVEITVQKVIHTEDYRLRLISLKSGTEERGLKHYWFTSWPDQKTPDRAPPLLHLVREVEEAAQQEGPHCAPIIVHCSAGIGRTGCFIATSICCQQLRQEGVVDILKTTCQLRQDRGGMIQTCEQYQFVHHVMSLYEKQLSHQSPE
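Material: STEP (striatal-enriched tyrosine phosphatase) enzyme, cell-free | Medium: 50 mM Bis-Tris pH 6.0 with 2.5 mM DTT and 0.005% Tween 20 | Read-out: Percent inhibition scaled to no-enzyme and uninhibited-enzyme controls, plate-pattern corrected | Signal: Fluorescence read at 480 nm ex / 540 nm em | Times: 20 min reaction, room temperature, in the dark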
DNMT1 inh = DNMT1 (human) enzyme inhibition; P26358; inhibition (reported as % activation of signal), % at 10 µM; DNMT1 molecular beacon, Hinp1I cleavage, fluorescence; 0.83% of 360,000 active; in the data active = inhibition above about 50%
Scp-1 inhibitor = Scp-1 (human) phosphatase inhibition; Recombinant Scp1, phosphopeptide, malachite green phosphate absorbance; inhibition, % at 20 µM; 0.88% of 340,000 active;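 active = inhibition above about 50% at 20 µM, limit read from the data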;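 also: plate controls were DMSO wells with enzyme for no effect and wells lacking enzyme for full effect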
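Incubation: 45 min enzyme reaction at room temperature / System: truncated SCP-1 phosphatase (76-261aa) / Reagent: Phospho 17-mer peptide substrate / Buffer or medium: Acidic Tris acetate buffer with magnesium and detergent / Signal: absorbance at 630 nm / Doses: one concentration, 20 µM, with 1.0% DMSO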
bovine MsrA act = activates bovine MsrA enzyme; activation, % at 10.6 µM; purified bovine MsrA, absorbance read-out; 0.3% of 360,000 active; in the data active = activation above about 7.5%;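 also: 0% = vehicle and 100% = reference activator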
Tb MetRS inh = Trypanosoma brucei MetRS inhibition; purified T. brucei MetRS, ATP depletion, Kinase-Glo luminescence; inhibition, % at 11.9 µM; 0.4% of 360,000 active; AID 624268;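 active = inhibition above a per-plate cutoff of the control wells' mean inhibition plus 3 SD, cut at about 5.5% in these data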;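 also: 0% = DMSO wells median and 100% = median of wells with control inhibitor compound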
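Test system: purified T. brucei MetRS enzyme. Also added: ATP, methionine and E. coli bulk tRNA substrates. Compound: 11.9 µM single point. Schedule: 15 min enzyme-compound preincubation, 2 h reaction, 10 min detection, 25 °C. Signal: luciferase luminescence of residual ATP, Kinase-Glo. Evaluation: percent inhibition versus plate control medians. Controls: DMSO wells, low control.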
SUMO1-SIM PPI = SUMO1-SIM interaction modulation; P63165; SUMO1 binding to a labelled peptide, TR-FRET, 1 h; inhibition, % at 20 µM; 0.33% of 360,000 active; AID 602429; in the data active = inhibition above about 37%
Target sequence (P63165 whole entry, looked up): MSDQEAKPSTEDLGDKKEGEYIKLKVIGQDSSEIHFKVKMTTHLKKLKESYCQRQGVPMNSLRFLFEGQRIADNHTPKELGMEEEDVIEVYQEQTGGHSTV
LMPTP block = blocks human LMPTP phosphatase | inhibition, % at 20 µM | recombinant LMPTP-A, OMFP fluorogenic substrate, fluorescence intensity | 0.22% of 360,000 active | AID 651560 | P24666;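 active = compounds that cut the enzyme signal by at least half of the control window in the single-dose screen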;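 also: plate controls were DMSO wells with enzyme plus substrate for no effect and substrate without enzyme for full effect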
Target sequence (P24666 whole entry, looked up): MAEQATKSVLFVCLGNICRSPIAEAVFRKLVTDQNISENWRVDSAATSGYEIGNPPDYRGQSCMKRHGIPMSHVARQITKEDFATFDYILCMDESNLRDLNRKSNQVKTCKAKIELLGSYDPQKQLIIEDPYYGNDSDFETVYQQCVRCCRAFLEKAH
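Assay system: LMPTP-A phosphatase enzyme | Input: 0.625 nM enzyme | Also added: Fluorogenic phosphatase substrate OMFP at 400 µM final | Compound dosing: One test concentration per compound, 20 µM, with 3% DMSO overall | Schedule: 50 min enzyme reaction at room temperature, protected from light | Signal: Fluorescence intensity | Benchmarks: no-enzyme and uninhibited controls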
NRP1-CendR mod = alters CendR peptide binding to human NRP-1; FAM-RPARPAR peptide binding to NRP-1, fluorescence polarization; inhibition, % at 25 µM; AID 602438; 0.85% of 360,000 active; O14786;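 active = inhibition or corrected inhibition above about 18%, plus a signal ratio from 0.5 to 1.5, limit read from the data, passing the limit was not always enough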; also: strong numbers were not always called active
Numbers without * were called inactive; nt = no result given.

(1) COc1ccc(N2C(=S)NC3CS(=O)(=O)CC32)cc1 (stereo not drawn)
(2) CC(=O)N1CCN(C(=O)CSc2cc(C)c(Br)cc2C)CC1
(3) COCCn1c(Cc2ccccc2)nnc1SCC(=O)Nc1cc(C)on1
(4) Cc1[nH]c2ccccc2c1C(=O)COC(=O)C1CC(=O)N(Cc2ccco2)C1 (stereo not drawn)
(5) COc1cc(-c2nnc(SCC(=O)N(Cc3ccccc3)C(C)(C)C)o2)cc(OC)c1OC
(6) CCOc1ccccc1NC(=O)CN1CCC(C(=O)c2ccc(OC)cc2)CC1
Compound,1,2,3,4,5,6
LMPTP block,-2.5,1.4,0.3,0.6,0.5,-0.3
MsrA inh,-0.1,0.3,-0.4,-0.2,0.7,-1.2
SUMO1-SIM PPI,3,-1,-4,4,-5,2
NRP1-CendR mod,1,5,6,-5,0,0
bovine MsrA act,-3,-9,-4,-7,-8,-2
Tb MetRS inh,-0.9,-0.1,-0.7,-0.3,-1.8,-0.3
STEP block,0,-1,0,2,0,-3
eLon inh,0,-8,3,5,-8,-4
Scp-1 inhibitor,-7,2,-5,11,-4,-9
DNMT1 inh,0,3,4,-2,4,-3

(7) COC(=O)c1cc(-c2cccs2)nc2ccccc12
(8) Cc1ccc(NC(=O)COC(=O)c2ccc(OCc3c(C)noc3C)cc2)cc1S(=O)(=O)N1CCOCC1
(9) Cc1ccnc(NC(=O)C2CCN(S(=O)(=O)c3cccc(C(F)(F)F)c3)CC2)c1
(10) CCCNC(=O)CN(CCc1ccccc1)S(C)(=O)=O
(11) CCOc1cc(/C=C(\C#N)C(=O)Nc2cccc(C(=O)O)c2)cc(Br)c1OC(=O)c1ccc(OC)cc1
(12) CNC(=O)C[C@H]1C(=O)N(C2CCCCC2)C[C@@H]1C
Compound,7,8,9,10,11,12
LMPTP block,2.9,0.7,0.9,-1.2,0.3,-1.3
MsrA inh,nt,0.2,-0.3,-0.3,-1.4,-1.0
SUMO1-SIM PPI,-13,2,2,2,14,2
NRP1-CendR mod,-6,-5,-3,-19,-45,-4
bovine MsrA act,-2,-4,0,-1,-12,-3
Tb MetRS inh,-0.1,-0.3,0.0,0.5,-1.0,-1.2
STEP block,3,-1,0,-1,-5,3
eLon inh,5,-3,-2,5,-2,-2
Scp-1 inhibitor,-6,-3,0,-8,-4,nt
DNMT1 inh,7,5,4,1,12,1

(13) O=C(c1cc2ccccc2cc1O)N1CCCC1
(14) CC(C)C(=O)NNC(=O)CN1CCN(c2nc(-c3ccccc3)cs2)CC1
(15) Cc1ccccc1-n1c(SCC(=O)Nc2c(C)cccc2C)nc(O)cc1=O
(16) COc1ccc(Cl)cc1NC(=S)N(Cc1ccc(C(=O)O)cc1)Cc1ccc(OC)c(OC)c1
(17) N#C/C(C(=O)N1CCOCC1)=C1/SC(Cc2ccc(F)cc2)C(=O)N1c1ccccc1 (stereo not drawn)
(18) O=C(Nc1ccccc1)C(Cc1ccccc1)NC(=O)C12CC3CC(CC(C3)C1)C2 (stereo not drawn)
Compound,13,14,15,16,17,18
LMPTP block,-1.0,-0.1,-5.0,0.0,-1.0,-1.5
MsrA inh,-0.6,-0.2,0.5,3.0,-0.2,-0.9
SUMO1-SIM PPI,-8,1,1,5,1,1
NRP1-CendR mod,7,1,3,3,-9,5
bovine MsrA act,-3,-2,0,-5,-4,-3
Tb MetRS inh,-0.8,0.2,0.1,-0.5,-0.6,0.4
STEP block,-1,1,0,4,0,0
eLon inh,6,0,-4,-6,3,4
Scp-1 inhibitor,-7,-5,-8,-2,-1,-11
DNMT1 inh,1,-1,1,-4,-3,1

(19) COc1ccc(/C=N/n2cnn(Cc3ccccc3Cl)c2=S)cc1OC
(20) COc1ccccc1N1CCN(C(=O)COc2cc(C)cc3oc(=O)cc(C)c23)CC1
(21) COc1ccc(/C=C/C(=O)OCC(=O)NCCC2=CCCCC2)cc1S(=O)(=O)N1CCOCC1
(22) C[C@@H]1CN([C@@H](C)CO)C(=O)CCCn2nncc2CO[C@@H]1CN(C)S(=O)(=O)c1ccccc1
(23) CN(CC(=O)Nc1ccccc1F)Cc1cccs1
(24) Cn1nnnc1SCc1ccccc1F
Compound,19,20,21,22,23,24
LMPTP block,1.2,-1.6,-1.9,-2.1,0.1,-1.2
MsrA inh,0.8,0.8,0.6,-1.0,-0.3,0.2
SUMO1-SIM PPI,-3,1,-14,3,1,2
NRP1-CendR mod,8,-7,-16,-1,2,-13
bovine MsrA act,-16,-8,-3,-2,-4,-2
Tb MetRS inh,-1.1,-0.4,1.5,0.0,-1.2,0.2
STEP block,4,3,1,-2,0,-1
eLon inh,-4,-6,-4,-1,-2,-1
Scp-1 inhibitor,-1,6,9,nt,-2,0
DNMT1 inh,2,-2,-3,5,2,-5

Look-ups from above.
COc1ccccc1N1CCN(C(=O)COc2cc(C)cc3oc(=O)cc(C)c23)CC1 – Scp-1 inhibitor: 6
CN(CC(=O)Nc1ccccc1F)Cc1cccs1 – bovine MsrA act: -4

Following part.
(25) Cn1nc(C(=O)Nc2cccc(S(=O)(=O)N3CCCC3)c2)c2ccccc2c1=O
(26) c1ccc(-c2nc3cccnc3nc2-c2ccccc2)cc1
(27) COc1cc2c(cc1NC(=O)CN1CCN(S(=O)(=O)c3ccccc3F)CC1)oc1ccccc12
(28) CNC(=O)c1cn2c3c(ccc(Cl)c3c1=O)OC(C)C2 (stereo not drawn)
(29) CN(CC(=O)Nc1cc(S(=O)(=O)N2CCCC2)ccc1Cl)Cc1cccs1
(30) O=C(c1csc(Nc2cccc3ccccc23)n1)N1CCCC1
Compound,25,26,27,28,29,30
LMPTP block,-0.1,-1.7,5.0,-0.2,0.4,1.8
MsrA inh,-0.3,1.0,-1.1,2.6,0.1,1.1
SUMO1-SIM PPI,-1,-30,10,-70,6,-14
NRP1-CendR mod,-7,4,-9,-1,-8,11
bovine MsrA act,-4,-4,-5,-2,-9,-3
Tb MetRS inh,-0.5,-0.4,-0.7,0.8,-1.6,-0.1
STEP block,-3,-1,0,3,0,5
eLon inh,4,-3,-4,-11,7,-5
Scp-1 inhibitor,-12,-5,6,-8,2,-1
DNMT1 inh,-11,-1,18,1,-3,-11

(31) CCN(CC)S(=O)(=O)c1ccc(Cl)c(C(=O)OC)c1
(32) CCOC(=O)c1ccc(-n2ncc(C(=O)OCC)c2N)cc1
(33) O=C(O)C[C@H]1c2cc(F)ccc2S(=O)(=O)N1C1CCCCC1
(34) CC(=O)c1ccc(NC(=O)CNC2CCCCC2)cc1
(35) Cc1cc(C)c(S(=O)(=O)N(CC(=O)N2CCCC2)C2CCCCC2)c(C)c1
(36) Cc1cccc(N2CCN(C(=O)c3ccccc3NC(=O)C3CCCCC3C(=O)O)CC2)c1 (stereo not drawn)
Compound,31,32,33,34,35,36
LMPTP block,0.6,0.9,-1.7,-0.7,1.0,-1.8
MsrA inh,-1.2,-0.2,0.3,0.2,-1.0,0.9
SUMO1-SIM PPI,-1,1,-1,-17,-1,-5
NRP1-CendR mod,4,6,25*,-13,-11,-12
bovine MsrA act,-14,-1,-2,2,1,-6
Tb MetRS inh,-2.5,-1.4,-0.2,-1.2,-0.2,-0.7
STEP block,-4,3,1,-4,2,3
eLon inh,-9,-5,13,-4,12,-5
Scp-1 inhibitor,-3,-14,-10,-9,-1,-5
DNMT1 inh,1,-1,3,-6,2,-3

(37) CCc1noc(C)c1C(=O)OCC(=O)c1ccc(NC(=O)CC(C)C)cc1
(38) CC(C)N(CCCNC(=O)C1CCN(C(=O)c2cc3sccc3n2C)CC1)Cc1ccccc1
(39) COc1ccc(C(=O)Nc2ccc(S(=O)(=O)Nc3cc(C)nc(C)n3)cc2)cc1OC
(40) Cc1sc2ncnc(N3CCN(S(=O)(=O)c4ccccc4)CC3)c2c1C
(41) COc1ccc(CCNC(=O)c2ccccc2NC(=O)C2=C(C)OCCS2)c(OC)c1
(42) CC(c1ccon1)N(C)Cc1cn(Cc2ccccc2)nc1-c1ccc2c(c1)OCO2 (stereo not drawn)
(43) COc1cccc(C2=NOC(C(=O)N3CCN(c4ccccc4)CC3)C2)c1OC (stereo not drawn)
(44) CN1CCc2nc(SC(C(=O)O)c3ccccc3)c(C#N)c(-c3cccs3)c2C1 (stereo not drawn)
Compound,37,38,39,40,41,42,43,44
LMPTP block,-0.5,-0.4,0.1,0.7,1.3,-0.4,0.9,7.7
MsrA inh,0.6,-1.6,1.1,nt,0.3,-1.0,-0.5,0.8
SUMO1-SIM PPI,2,-4,9,3,9,0,-2,-7
NRP1-CendR mod,0,2,8,-9,8,6,-5,0
bovine MsrA act,-11,-8,1,-2,-3,-12,-4,-9
Tb MetRS inh,-0.2,-0.5,-0.2,0.5,-0.3,-1.5,-0.9,-0.5
STEP block,-1,-2,-2,0,-1,0,-2,-1
eLon inh,-1,-6,0,-2,5,3,-6,-5
Scp-1 inhibitor,nt,3,-1,-2,-11,-3,-1,2
DNMT1 inh,5,-7,0,-3,-2,-1,-4,-6

Profiles, looked up by structure:
Profile of COc1ccc(C(=O)Nc2ccc(S(=O)(=O)Nc3cc(C)nc(C)n3)cc2)cc1OC → LMPTP block = 0.1; MsrA inh = 1.1; SUMO1-SIM PPI = 9; NRP1-CendR mod = 8; bovine MsrA act = 1; Tb MetRS inh = -0.2; STEP block = -2; eLon inh = 0; Scp-1 inhibitor = -1; DNMT1 inh = 0
Profile of CC(c1ccon1)N(C)Cc1cn(Cc2ccccc2)nc1-c1ccc2c(c1)OCO2 (stereo not drawn) → LMPTP block = -0.4; MsrA inh = -1.0; SUMO1-SIM PPI = 0; NRP1-CendR mod = 6; bovine MsrA act = -12; Tb MetRS inh = -1.5; STEP block = 0; eLon inh = 3; Scp-1 inhibitor = -3; DNMT1 inh = -1

This is a random part of the collection; overall some 4.3% were active at least once.
